Compound activity as filed in PubChem.
APEX1 inh – APE1 (human) endonuclease inhibition | P27695 | 350,000 compounds, 0.35% hits | AID 2517 | recombinant APE1, TAMRA/BHQ-2 abasic DNA cleavage fluorescence | Potency, µM (highest dose often 65.8 µM), for the others: top-dose activity change, negative = inhibition, most hits filed as inhibitors;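 further: plate controls were vehicle for no effect and reference inhibitor for full effect; nearly all actives have a fitted effect of over 55% in size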
Target sequence (P27695 whole entry, looked up): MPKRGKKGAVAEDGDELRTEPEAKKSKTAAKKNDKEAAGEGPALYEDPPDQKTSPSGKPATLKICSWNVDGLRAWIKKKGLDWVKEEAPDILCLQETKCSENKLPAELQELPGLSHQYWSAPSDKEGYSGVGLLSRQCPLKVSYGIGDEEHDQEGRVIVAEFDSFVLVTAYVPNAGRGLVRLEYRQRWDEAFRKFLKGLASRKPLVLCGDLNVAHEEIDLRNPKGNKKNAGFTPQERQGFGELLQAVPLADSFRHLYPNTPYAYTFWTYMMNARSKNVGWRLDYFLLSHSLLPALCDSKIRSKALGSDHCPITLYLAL
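Incision of a quenched TAMRA/BHQ-2 THF abasic-site duplex (50 nM) by 0.75 nM APE1, after 15 min compound preincubation, measured as fluorescence increase over three 60 s reads. Values normalized to buffer, DMSO and NSC13755 control wells.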
BLM inh – inhibitors of human Bloom syndrome helicase BLM; Potency, µM (titrated, usually from 56.1 µM), for the others: top-dose activity change, negative = inhibition, actives largely listed as inhibitors; recombinant BLM DNA unwinding, fluorescence dequenching; AID 2528; 350,000 compounds, 0.2% hits; P54132;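 further: plate controls were vehicle for no effect and no enzyme for full effect; nearly all actives have a fitted effect of over 35% in size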
POLK inh – inhibitors of human DNA polymerase kappa; 400,000 compounds, 0.53% hits; purified Pol kappa, fluorescent DNA synthesis assay, 10 min; Q9UBT6; AID 588579; Potency, µM (doses to about 107 µM), for the others: top-dose activity, negative = inhibition, actives largely listed as inhibitors
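Pol kappa 10 nM + cpd, 15 min RT; start w/ substrate 50 nM final; fluorescence kinetic read, 0 and 10 min. Neg ctrl: buffer, no enzyme.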
The depositor's hits bear a star; ? = inconclusive; & = joins results of further samples; [ ] = another dose, or the depositor's remark. The call rests on the fitted dose curve; in most records, active means well fitted curve in the direction sought with a large enough effect; inconclusive means small, poorly fitted or top-dose-only effect, or another doubt; inactive means no such curve, though single readings can be large; an effect the other way counts as inactive or inconclusive. Unless noted, on the % scale 0 is the no-effect control and ±100 the full control effect; potency means the concentration at half of the fitted maximal effect.

SMILES	APEX1 inh	BLM inh	POLK inh
COCCn1c(=O)c(-c2cccs2)nc2cnc(N(C)C)nc21	1%	1%	1%[60.1 µM]
CS(=O)(=O)N1CCC[C@@]2(CCN(C(c3ccccc3)c3ccccc3)C2)C1	2%	-7%	0%[60.1 µM]
COc1ccc(C(=O)N2CCC3(CCN(Cc4ccncc4)CC3)CC2)cc1	5%	0%	-3%[60.1 µM]
CN(C)c1ncc2nc(CCc3ccccc3)c(=O)n(-c3ccccc3)c2n1	-1%	-13%	-17%[60.1 µM]
O=C(c1cnccn1)N1CCC2(CC1)CN(c1ccccn1)C2	-8%	-4%	1%[60.1 µM]
COc1ccc(NC(=O)N2CCC3(CC2)CCN(C(=O)c2cc(C(F)(F)F)cc(C(F)(F)F)c2)CC3)cc1	1%	-7%	-15%[60.1 µM]
CC(C)NC(=O)N1CC2(CCN(C(=O)c3cccn3C)CC2)C1	12%	1%	8%[60.1 µM]
CCNc1ncc2nc(CCc3ccccc3)c(=O)n(Cc3cccc(OC)c3)c2n1	10%	4%	-3%[60.1 µM]
O=c1[nH]c(=O)n([C@@H]2O[C@H](CO)[C@@H](O)[C@H]2O)cc1Br	15%	2%	-12%[19.4 µM]
O=C(c1cc(C(F)(F)F)cc(C(F)(F)F)c1)N1CCC[C@@]2(CCN(Cc3nccs3)C2)C1	0%	-1%	1%[60.1 µM]
COc1cccc(-c2ccc3ncnc(NCCN4CCOCC4)c3c2)c1	-5%	47%[activator]	11%[60.1 µM]
COc1cccc(-c2nccc(NCc3ccc(OC)cc3OC)n2)c1	-1%	-3%	-4%[60.1 µM]
N#C/C(=C\c1ccc(O)c(O)c1)C(=O)NCCCCc1ccccc1	?	?	?
COCCn1c(=O)c(-c2ccccc2)nc2cnc(N3CCOCC3)nc21	-4%	0%	-2%[60.1 µM]
Cc1noc(C)c1-c1ccc2ncnc(NCc3cccnc3)c2c1	0%	4%	9%[60.1 µM]
N[C@@H](Cn1cc(F)c(=O)[nH]c1=O)C(=O)O	-9%	3%	-7%[19.4 µM]
COc1ccc(C(=O)N2CCC3(CCCN(C(c4ccccc4)c4ccccc4)C3)CC2)cc1	2%	-11%	7%[60.1 µM]
O=C(Nc1ccccc1)N1CC[C@@]2(CCCN(C(=O)c3cccc(F)c3)C2)C1	1%	0%	9%[60.1 µM]
CS(=O)(=O)N1CCC2(CCCN(C(=O)Nc3ccccc3)C2)CC1	0%	-10%	-6%[60.1 µM]
COc1ccc(NC(=O)N2CCC3(CC2)CCN(S(=O)(=O)c2ccccc2)CC3)cc1	0%	-3%	6%[60.1 µM]

In the list so far, these contain an NH in an aromatic ring.
SMILES	APEX1 inh	BLM inh	POLK inh
O=c1[nH]c(=O)n([C@@H]2O[C@H](CO)[C@@H](O)[C@H]2O)cc1Br	15%	2%	-12%[19.4 µM]
N[C@@H](Cn1cc(F)c(=O)[nH]c1=O)C(=O)O	-9%	3%	-7%[19.4 µM]

Following part
SMILES	APEX1 inh	BLM inh	POLK inh
C=C[C@@]1(C)CC(=O)[C@@]2(O)[C@@]3(C)[C@@H](O)CCC(C)(C)[C@@H]3[C@H](OC(=O)CCN(C)C)[C@H](OC(C)=O)[C@@]2(C)O1	-2%	-7%	-9%[19.4 µM]
CCNc1ncc2nc(C)c(=O)n(C)c2n1	-3%	-6%	0%[60.1 µM]
COc1ccc(Oc2ncc3nc(-c4ccc(F)cc4)c(=O)n(C)c3n2)cc1	3%	-4%	?
N#Cc1cccc(NC(=O)N2CCCC3(CCN(C(=O)c4ccncc4)CC3)C2)c1	-1%	-8%	-4%[60.1 µM]
COc1ccccc1-c1cc(N(C)Cc2ccco2)ncn1	-1%	7%	-4%[60.1 µM]
COc1ccc(-c2nc3cnc(N4CCN(C)CC4)nc3n(C3CC3)c2=O)cc1	-10%	3%	-7%[60.1 µM]
c1ccc(Nc2cc(-c3ccoc3)ncn2)cc1	-8%	-10%	-15%[60.1 µM]
COc1ccc(Oc2ncc3ncc(=O)n(C[C@H]4CCCO4)c3n2)cc1	3%	1%	0%[60.1 µM]
O=c1cnc2cnc(N3CCNCC3)nc2n1CCc1ccccc1	-2%	8%	4%[60.1 µM]
COCCn1c(=O)c(-c2cccc(C#N)c2)nc2cnc(Oc3ccccc3)nc21	-3%	-13%	2%[60.1 µM]
O=C(c1cnccn1)N1CCC2(CC1)CN(Cc1ccccc1)C2	0%	-2%	-8%[60.1 µM]
COc1cccc(Nc2ncc3nc(-c4cc(F)cc(F)c4)c(=O)n(C[C@H]4CCCO4)c3n2)c1	1%	-1%	4%[60.1 µM]
COc1ccc(-n2c(=O)c(-c3cccs3)nc3cnc(OC)nc32)cc1	-2%	2%	0%[60.1 µM]
COC(=O)N1CCC[C@@]2(CCN(c3ccncc3)C2)C1	4%	5%	-8%[60.1 µM]
CC(C)(C)c1ccc(S(=O)(=O)/C=C\C#N)cc1	-1%	-6%	-5%[19.4 µM]
COc1ccc(Oc2ncc3nc(-c4ccc(Cl)cc4)c(=O)n(C)c3n2)cc1	5%	-1%	9%[60.1 µM]
COCCn1c(=O)cnc2cnc(N3CCOCC3)nc21	19%	0%	-8%[60.1 µM]
Cn1c(=O)c(-c2cccs2)nc2cnc(N3CCOCC3)nc21	17%	3%	1%[60.1 µM]
COc1ncc2nc(CCc3ccccc3)c(=O)n(C)c2n1	-1%	6%	-4%[60.1 µM]
CN(C)Cc1ccccc1-c1nc(NC2CCNCC2)c2ccccc2n1	?	143%[activator]	14µM*
OC[C@H]1O[C@@H](n2cnc3c(NCc4ccccc4)ncnc32)[C@H](O)[C@@H]1O	0%	0%	-8%[19.4 µM]
COc1ccc(CNc2ccnc(-c3ccccc3OC)n2)c(OC)c1	16%	4%	6%[60.1 µM]
COc1ccc(NC(=O)N2CC3(CCN(C(=O)c4cccn4C)CC3)C2)cc1	25%	4%	-8%[60.1 µM]
CCNc1ncc2nc(-c3ccc(Cl)cc3)c(=O)n(C3CC3)c2n1	-2%	-3%	-10%[60.1 µM]
O=c1c(-c2ccc(F)cc2)nc2cncnc2n1-c1ccccc1	0%	-1%	-3%[60.1 µM]
CC[C@H](CC[C@@H](C)C1CC[C@H]2[C@@H]3CC=C4C[C@@H](O)CC[C@]4(C)[C@H]3CC[C@]12C)C(C)C (some centres undefined)	-3%	3%	-6%[19.4 µM]
Cn1cccc1C(=O)N1CCC2(CC1)CCN(c1cccc(-c3ccccc3)c1)CC2	-3%	-9%	-10%[60.1 µM]
COc1cccc(Cn2c(=O)c(CCc3ccccc3)nc3cnc(OC)nc32)c1	-3%	-12%	-13%[60.1 µM]
COc1ccc(-n2c(=O)cnc3cnc(N4CCOCC4)nc32)cc1	1%	-10%	-1%[60.1 µM]
c1cncc(-c2cc(-n3ccnc3)ncn2)c1	-11%	2%	5%[60.1 µM]
CCCCC(C=O)NC(=O)C(CC(C)C)NC(=O)OCc1ccccc1 (centres undefined)	9%	1%	-10%[19.4 µM]
CC(=O)Oc1cc(OC(C)=O)c2c(=O)cc(-c3ccc(OC(C)=O)c(OC(C)=O)c3)oc2c1	?	-11%	8.9µM*
O=c1cnc2cncnc2n1Cc1ccc(F)cc1	-10%	-7%	2%[60.1 µM]
COc1cccc(-c2cc(NCCc3c[nH]c4ccc(OC)cc34)ncn2)c1	4%	-17%	0%[60.1 µM]
CC(C)NC(=O)N1CCC2(CC1)CCN(C(=O)c1ccncc1)CC2	6%	-4%	-3%[60.1 µM]
CCn1ccnc1C[C@@H]1COc2ccccc2O1	9%	5%	-8%[19.4 µM]
N#Cc1ccc(CN2CC3(CCN(C(=O)c4csnn4)CC3)C2)cc1	8%	1%	1%[60.1 µM]
COc1ccc(-c2nc3cnc(N4CCN(C)CC4)nc3n(Cc3cccc(OC)c3)c2=O)cc1	-8%	-5%	1%[60.1 µM]
O=c1c(-c2cccs2)nc2cnc(Oc3ccccc3)nc2n1-c1ccccc1	18%	-1%	8%[60.1 µM]
Cc1noc(C)c1C(=O)N1CCC2(CC1)CN(Cc1cc(C(F)(F)F)cc(C(F)(F)F)c1)C2	3%	-1%	-4%[60.1 µM]

Single values from the list:
In POLK inh, COc1cccc(Nc2ncc3nc(-c4cc(F)cc(F)c4)c(=O)n(C[C@H]4CCCO4)c3n2)c1 is entered as 4%[60.1 µM]
In POLK inh, COc1cccc(-c2ccc3ncnc(NCCN4CCOCC4)c3c2)c1 is entered as 11%[60.1 µM]

(next part)
SMILES	APEX1 inh	BLM inh	POLK inh
CN(Cc1ccco1)c1ncnc2ccc(-c3cccc(NS(C)(=O)=O)c3)cc12	-2%	-11%	-12%[60.1 µM]
COC(=O)N1CCC[C@@]2(CCN(C(=O)Nc3cccc(C#N)c3)C2)C1	5%	-11%	-6%[60.1 µM]
COc1ncc2nc(-c3ccccc3)c(=O)n(CCC#N)c2n1	4%	3%	-5%[60.1 µM]
CC[C@@](N)(C(=O)O)c1ccc(C(=O)O)cc1	?	-4%	-5%[19.4 µM]
CCC(=O)N[C@@H]1CCc2cccc(OC)c2C1	-1%	3%	?
COc1ccc(-n2c(=O)c(CCc3ccccc3)nc3cnc(OC)nc32)cc1	-1%	-3%	-4%[60.1 µM]
COc1ccc(NC(=O)N2CC3(CCN(S(=O)(=O)c4ccccc4)CC3)C2)cc1	-1%	-2%	16%[60.1 µM]
O=c1cnc2cnc(Oc3ccccc3)nc2n1C[C@H]1CCCO1	4%	1%	8%[60.1 µM]
O=C(Nc1cccc(F)c1)N1CC[C@@]2(CCCN(C(=O)c3cc(C(F)(F)F)cc(C(F)(F)F)c3)C2)C1	2%	-5%	-3%[60.1 µM]
O=C(Nc1ccccc1)N1CC2(CCN(C(=O)c3cccc(F)c3)CC2)C1	4%	5%	3%[60.1 µM]
O=C(c1ccncc1)N1CCC2(CCCN(C(c3ccccc3)c3ccccc3)C2)CC1	-1%	-9%	2%[60.1 µM]
Clc1ccccc1CNCC1CCC(CNCc2ccccc2Cl)CC1 (centres undefined)	9%	-1%	-12%[19.4 µM]
COc1ccccc1-c1oc2ccccc2c(=O)c1O	-3%	-10%	-6%[19.4 µM]
Cc1noc(C)c1-c1nccc(NCc2ccccc2)n1	8%	-3%	-5%[60.1 µM]
Cn1cccc1C(=O)N1CCC[C@@]2(CCN(C(=O)Nc3cccc(F)c3)C2)C1	-2%	2%	6%[60.1 µM]
COc1ccc(-n2c(=O)c(-c3ccc(F)cc3)nc3cnc(N4CCNCC4)nc32)cc1	3%	-4%	9%[60.1 µM]
Cn1c(=O)c(-c2ccccc2)nc2cnc(OCc3ccccc3)nc21	1%	0%	-8%[60.1 µM]
c1cncc(CNc2ncncc2-c2cccnc2)c1	2%	2%	3%[60.1 µM]
O=c1cnc2cnc(Nc3ccccc3)nc2n1C1CC1	3%	0%	8%[60.1 µM]
CCCCCC(=O)O[C@H](CC(=O)O)C[N+](C)(C)C	13%	2%	-11%[19.4 µM]
COC(=O)N1CCC[C@@]2(CCN(Cc3cc(C(F)(F)F)cc(C(F)(F)F)c3)C2)C1	5%	-3%	-11%[60.1 µM]
N#CCCn1c(=O)c(-c2cc(F)cc(F)c2)nc2cnc(Oc3cccc(Cl)c3)nc21	-6%	-6%	-5%[60.1 µM]
COCCn1c(=O)c(-c2ccccc2)nc2cnc(N(C)C)nc21	2%	0%	-8%[60.1 µM]
COCC(=O)N1CCC2(CC1)CCN(c1ncccn1)CC2	2%	2%	0%[60.1 µM]
CNc1nc(-c2cccc(NS(C)(=O)=O)c2)nc2ccccc12	-4%	-7%	0%[60.1 µM]
CCOC(=O)C1=CC2(CC)CCCN3CCc4c(n1c1ccccc41)C32 (centres undefined)	-3%&17%	1%	-2%[19.4 µM]
CCNc1ncc2nc(-c3ccc(Cl)cc3)c(=O)n(Cc3cccc(OC)c3)c2n1	-4%	2%	-4%[60.1 µM]
O=c1cc(-c2ccccc2O)oc2c(O)c(O)ccc12	3.5µM*	-30%	0.89µM*
CC(C)NC(=O)N1CC[C@@]2(CCCN(C(=O)c3cc(C(F)(F)F)cc(C(F)(F)F)c3)C2)C1	19%	4%	-3%[60.1 µM]
CN(C)c1ncc2nc(-c3ccc(F)cc3)c(=O)n(CCc3ccccc3)c2n1	0%	1%	-3%[60.1 µM]
CC(=O)C1=C(O)C=C2Oc3c(C(C)=O)c(O)c(C)c(O)c3[C@]2(C)C1=O	-7%	-2%	-9%[19.4 µM]

Some of the entries so far, with values under each structure.
Fields – APEX1 inh | BLM inh | POLK inh
CCNc1ncc2nc(-c3ccc(Cl)cc3)c(=O)n(Cc3cccc(OC)c3)c2n1
  -4% | 2% | -4%[60.1 µM]
N#CCCn1c(=O)c(-c2cc(F)cc(F)c2)nc2cnc(Oc3cccc(Cl)c3)nc21
  -6% | -6% | -5%[60.1 µM]
CCOC(=O)C1=CC2(CC)CCCN3CCc4c(n1c1ccccc41)C32 (centres undefined)
  -3%&17% | 1% | -2%[19.4 µM]
O=c1cc(-c2ccccc2O)oc2c(O)c(O)ccc12
  3.5µM* | -30% | 0.89µM*
CNc1nc(-c2cccc(NS(C)(=O)=O)c2)nc2ccccc12
  -4% | -7% | 0%[60.1 µM]
COC(=O)N1CCC[C@@]2(CCN(Cc3cc(C(F)(F)F)cc(C(F)(F)F)c3)C2)C1
  5% | -3% | -11%[60.1 µM]
COCC(=O)N1CCC2(CC1)CCN(c1ncccn1)CC2
  2% | 2% | 0%[60.1 µM]

Not all compounds are listed; rates above refer to the full screens.
